eLon inh: inhibits E. coli Lon protease; P0A9M0; inhibition, % at 7.94 µM; purified E. coli Lon protease, fluorescence polarization; actives 0.42% (n = 360,000); in the data active means inhibition above about 13%, passing the limit was not always enough;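 further: 0% = enzyme with probe and DMSO and 100% = no enzyme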
MsrA act: activators of bovine methionine sulfoxide reductase A. AID 602163. purified bovine MsrA, absorbance read-out. actives 0.3% (n = 360,000). activation, % at 10.6 µM; in the data active means activation above about 7.5%;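 further: 0% = vehicle and 100% = reference activator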
Rin1 Abl inh: inhibitors of human Rin1-Abl protein interaction; P00519+Q13671; TR-FRET Rin1/Abl binding, biochemical; inhibition, % at 7.35 µM; actives 0.4% (n = 360,000); AID 588664; in the data active means inhibition above about 5%, passing the limit was not always enough
Neddyl block: cullin neddylation inhibition. actives 0.58% (n = 360,000). TR-FRET cullin neddylation, biochemical. AID 651699. P61081+Q13564. calls only at 25 µM; in the data active means inhibition above about 36%
MLLE-PAM2 inh: blocks PAM2 peptide binding to the PABP1 MLLE domain | P11940 | GST-MLLE / FITC-PAM2 fluorescence polarization | inhibition, % at 20 µM | actives 0.36% (n = 360,000) | AID 588489; in the data active means inhibition above about 35%, passing the limit was not always enough;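 further: plate controls were DMSO wells with GST-MLLE for no effect and wells lacking GST-MLLE protein for full effect; some results filed as inactive read as strong as hits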
Target sequence (P11940 whole entry, looked up, the tested form may be a part): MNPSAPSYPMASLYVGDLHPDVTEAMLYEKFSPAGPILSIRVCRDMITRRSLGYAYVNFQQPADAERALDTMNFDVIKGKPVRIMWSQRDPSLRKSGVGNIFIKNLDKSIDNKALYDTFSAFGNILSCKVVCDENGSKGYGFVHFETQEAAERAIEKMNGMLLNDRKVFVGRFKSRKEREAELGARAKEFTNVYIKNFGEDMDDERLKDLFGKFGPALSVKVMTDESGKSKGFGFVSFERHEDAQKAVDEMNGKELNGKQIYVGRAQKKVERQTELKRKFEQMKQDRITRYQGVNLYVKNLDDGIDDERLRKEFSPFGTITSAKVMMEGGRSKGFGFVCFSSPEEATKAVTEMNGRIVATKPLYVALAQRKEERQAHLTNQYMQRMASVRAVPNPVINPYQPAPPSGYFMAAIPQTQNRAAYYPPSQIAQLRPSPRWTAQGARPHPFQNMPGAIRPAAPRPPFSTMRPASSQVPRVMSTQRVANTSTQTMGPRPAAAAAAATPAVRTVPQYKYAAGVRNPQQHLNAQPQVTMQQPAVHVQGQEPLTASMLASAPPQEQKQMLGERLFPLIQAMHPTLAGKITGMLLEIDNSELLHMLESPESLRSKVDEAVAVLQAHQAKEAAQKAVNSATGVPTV
FAS-TE inh: inhibitors of human fatty acid synthase thioesterase domain. inhibition, % at 15 µM. actives 0.67% (n = 360,000). P49327. AID 602261. recombinant FAS-TE, OMFH fluorogenic substrate, fluorescence endpoint;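 active means compounds whose normalised, plate-corrected inhibition of enzyme fluorescence in the single-dose primary screen is 50% or more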;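 further: 0% = DMSO with enzyme and 100% = substrate without enzyme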
CSN deneddyl inh: inhibitors of human CSN-mediated cullin deneddylation; Q92905; inhibition, % at 12.5 µM; actives 0.38% (n = 360,000); Purified CSN, SCF-Nedd8-OG deneddylation, fluorescence polarization; AID 651999;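 active means pattern-corrected inhibition above about 35%, with an unprinted fluorescence ratio check between 0.5 and 1.5, limit read from the data, passing the limit was not always enough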;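 further: 0% = enzyme with substrate and 100% = substrate without enzyme; some results filed as inactive read as strong as hits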
Target sequence (Q92905 whole entry, looked up, one chain of several): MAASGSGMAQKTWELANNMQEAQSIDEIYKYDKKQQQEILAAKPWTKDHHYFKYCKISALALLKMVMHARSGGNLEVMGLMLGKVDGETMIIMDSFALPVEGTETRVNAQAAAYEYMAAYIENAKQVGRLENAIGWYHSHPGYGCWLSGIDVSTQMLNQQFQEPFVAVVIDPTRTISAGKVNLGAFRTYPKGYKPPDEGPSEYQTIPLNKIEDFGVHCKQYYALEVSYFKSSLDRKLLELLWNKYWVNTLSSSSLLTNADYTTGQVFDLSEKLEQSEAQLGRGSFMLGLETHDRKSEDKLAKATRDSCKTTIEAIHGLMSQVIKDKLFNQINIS
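Material: human Csn5 produced in HEK293T cells; Input: enzyme 0.24 nM; Reagent: SCFSkp2-Nedd8OG substrate at 10 nM final; Dosing: 12.5 µM compound; Incubation: 90 min reaction at room temperature; Detection: fluorescence polarization of the substrate; Evaluation: % inhibition of substrate cleavage by Csn5; Control set: substrate-only high control, full reaction low control.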
TbMetRS inhib: Trypanosoma brucei MetRS inhibition; purified T. brucei MetRS, ATP depletion, Kinase-Glo luminescence; inhibition, % at 11.9 µM; actives 0.4% (n = 360,000); AID 624268;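 active means inhibition above a per-plate cutoff of the control wells' mean inhibition plus 3 SD, cut at about 5.5% in these data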;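 further: 0% = DMSO wells median and 100% = median of wells with control inhibitor compound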
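Material: T. brucei methionyl-tRNA synthetase, purified; reagent: substrates ATP, L-methionine and bulk Escherichia coli tRNA; dosing: 11.9 µM single point; timing: 15 min plus 2 h at 25 °C; detection: luminescence of leftover ATP; evaluation: % inhibition; control set: DMSO-only wells as low control; replicates: singlicate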
MsrA inh: inhibits bovine methionine sulfoxide reductase A; purified bovine MsrA, absorbance read-out; inhibition, % at 15.5 µM; actives 0.75% (n = 360,000); AID 651718; in the data active means inhibition above about 4.5%;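 further: 0% = vehicle wells with enzyme and 100% = reference inhibitor wells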
The depositor's hits bear a star; i = inactive; . = no result given.

Field names – A = eLon inh; B = MsrA act; C = Rin1 Abl inh; D = Neddyl block; E = MLLE-PAM2 inh; F = FAS-TE inh; G = CSN deneddyl inh; H = TbMetRS inhib; I = MsrA inh
CCC1([N+](=O)[O-])COC(c2ccc(Cl)cc2)OC1 (configuration not stated)
  A: -16 | B: 0 | C: 1 | D: i | E: 2 | F: 6 | G: 2 | H: -0.2 | I: 0.4
c1cncc(CNC2CCCc3ccccc32)c1 (configuration not stated)
  A: -4 | B: -14 | C: 1 | D: i | E: -3 | F: -7 | G: -2 | H: -1.7 | I: -0.5
CCOc1ccc(C(=O)CCC(=O)Nc2ccc(C)c(S(=O)(=O)N3CCCCC3)c2)cc1
  A: 9 | B: -8 | C: -3 | D: i | E: 6 | F: 20 | G: 0 | H: -0.5 | I: -1.3
Cc1c(C(=O)N(C)C)sc2nc(-c3ccccn3)[nH]c(=O)c12
  A: 2 | B: -6 | C: -4 | D: i | E: 17 | F: -7 | G: -3 | H: -1.3 | I: 5.8*
O=C(Nc1cccc(Cl)c1)C1CCCN(c2cnccn2)C1 (configuration not stated)
  A: 1 | B: -3 | C: 4 | D: i | E: -1 | F: 1 | G: 0 | H: 0.5 | I: 3.5
CC(=O)Nc1ccc(NC(=O)CCCc2ccccc2)cc1
  A: -4 | B: -4 | C: 3 | D: i | E: 5 | F: -1 | G: -3 | H: -1.6 | I: .
COC(=O)c1c(NC(=S)NC(=O)c2ccco2)sc2c1CCCC2
  A: -6 | B: -10 | C: 1 | D: i | E: 30 | F: 1 | G: 2 | H: -1.6 | I: 0.2
O=C(CCS(=O)(=O)c1cccc2nonc12)N1CCN(c2ccc(F)cc2)CC1
  A: -5 | B: -11 | C: 0 | D: i | E: -14 | F: -7 | G: -2 | H: -0.9 | I: 0.3
COc1ccc(CCN2CC(C(=O)N(C)CCn3nc(C)cc3C)CCC2=O)cc1 (configuration not stated)
  A: 3 | B: -4 | C: 4 | D: i | E: 2 | F: -3 | G: 5 | H: -0.1 | I: 0.3
COCCC(=O)N1CCC(Oc2ccc(C(=O)NC(C)CCn3cccn3)cc2)CC1 (configuration not stated)
  A: 2 | B: -4 | C: 1 | D: i | E: 6 | F: -2 | G: -3 | H: -0.2 | I: 0.1
Cc1ccccc1OCc1nc(-c2ccc(Br)o2)no1
  A: -7 | B: -4 | C: 6 | D: i | E: -3 | F: 21 | G: 1 | H: -0.9 | I: 0.4
Cc1ccc(C(=O)c2sc3nc4c(cc3c2N)CCC4)cc1
  A: 1 | B: -10 | C: 2 | D: i | E: 2 | F: -12 | G: -6 | H: -1.1 | I: 0.7
Cc1cc(=O)[nH]c(N/N=C2/CCCC/C2=C\c2ccccc2)n1
  A: -3 | B: -10 | C: -1 | D: i | E: 4 | F: -2 | G: -3 | H: -0.8 | I: -0.3
O=C(Nc1ccc(-c2nc3ncccc3o2)cc1)c1ccc([N+](=O)[O-])o1
  A: -6 | B: -2 | C: 2 | D: i | E: 5 | F: 2 | G: -6 | H: -0.4 | I: -0.1
OCCC1CN(CC(c2ccccc2)c2ccccc2)CCN1C1CCCC1 (configuration not stated)
  A: 10 | B: 0 | C: 7 | D: i | E: 3 | F: -3 | G: -12 | H: -0.1 | I: 0.7
COc1ccc(C(CNC(=O)C(C)Oc2ccc(Br)cc2)N2CCCC2)cc1 (configuration not stated)
  A: -8 | B: -1 | C: 0 | D: i | E: 7 | F: -5 | G: -1 | H: -0.5 | I: 0.2
Cc1ccc(C2CCN(C(=S)NC(C)(C)C)C2)cc1 (configuration not stated)
  A: -17 | B: -2 | C: -4 | D: i | E: -144 | F: 9 | G: -2 | H: -0.4 | I: 0.4
COc1ccc(C2=NS(=O)(=O)N(C)C(C(=O)NC(C)c3ccccc3)=C2)cc1 (configuration not stated)
  A: -7 | B: -5 | C: -1 | D: i | E: -3 | F: 13 | G: 2 | H: 0.2 | I: 4.3
COc1ccc(Nc2nnc(SCC3CCCO3)s2)cc1 (configuration not stated)
  A: 3 | B: -4 | C: -4 | D: i | E: -8 | F: -3 | G: 1 | H: 0.2 | I: 0.6
Cc1ccc2c(C)nc(Nc3nc(CSc4nnnn4-c4ccccc4)cc(=O)[nH]3)nc2c1
  A: -6 | B: -7 | C: 3 | D: i | E: -13 | F: 18 | G: -10 | H: -0.7 | I: 0.3
CCOc1cc(CNc2ccc(Br)cc2)cc(Br)c1OCC(=O)NC(C)(C)C
  A: 7 | B: -12 | C: -1 | D: i | E: 3 | F: 28 | G: 27 | H: -1.0 | I: -1.6
CCOC(=O)c1c(C)[nH]c(C)c1C(=O)COC(=O)[C@@H]1CCCN1S(=O)(=O)c1ccc(Cl)cc1
  A: -4 | B: 0 | C: 5 | D: i | E: -8 | F: 4 | G: 6 | H: -0.6 | I: 0.0
O=C(CCN1CCC(c2ccc(Cl)s2)=N1)c1ccc(Cl)s1
  A: 2 | B: -2 | C: 0 | D: i | E: -30 | F: 7 | G: 0 | H: 0.7 | I: -0.5
CCOC(=O)c1sc(NC(=O)C2CC(=O)N(c3ccc(OC)cc3)C2)nc1C (configuration not stated)
  A: 1 | B: -3 | C: -3 | D: i | E: -10 | F: 0 | G: 3 | H: -0.3 | I: 2.1
O=C1CSCC(=O)N1c1ccccc1
  A: 0 | B: 1 | C: 1 | D: i | E: 4 | F: -5 | G: -2 | H: 1.5 | I: 0.8

Copied from the list.
Cc1ccc(C(=O)c2sc3nc4c(cc3c2N)CCC4)cc1 @ TbMetRS inhib: -1.1
CCC1([N+](=O)[O-])COC(c2ccc(Cl)cc2)OC1 (configuration not stated) @ FAS-TE inh: 6

Exported with values under each structure: part of the list above
Under each structure – eLon inh, MsrA act, Rin1 Abl inh, Neddyl block, MLLE-PAM2 inh, FAS-TE inh, CSN deneddyl inh, TbMetRS inhib, MsrA inh
> COc1ccc(C(CNC(=O)C(C)Oc2ccc(Br)cc2)N2CCCC2)cc1 (configuration not stated)
 : -8, -1, 0, i, 7, -5, -1, -0.5, 0.2
> Cc1ccc(C2CCN(C(=S)NC(C)(C)C)C2)cc1 (configuration not stated)
 : -17, -2, -4, i, -144, 9, -2, -0.4, 0.4
> COc1ccc(C2=NS(=O)(=O)N(C)C(C(=O)NC(C)c3ccccc3)=C2)cc1 (configuration not stated)
 : -7, -5, -1, i, -3, 13, 2, 0.2, 4.3
> COc1ccc(Nc2nnc(SCC3CCCO3)s2)cc1 (configuration not stated)
 : 3, -4, -4, i, -8, -3, 1, 0.2, 0.6
> Cc1ccc2c(C)nc(Nc3nc(CSc4nnnn4-c4ccccc4)cc(=O)[nH]3)nc2c1
 : -6, -7, 3, i, -13, 18, -10, -0.7, 0.3
> CCOc1cc(CNc2ccc(Br)cc2)cc(Br)c1OCC(=O)NC(C)(C)C
 : 7, -12, -1, i, 3, 28, 27, -1.0, -1.6
> CCOC(=O)c1c(C)[nH]c(C)c1C(=O)COC(=O)[C@@H]1CCCN1S(=O)(=O)c1ccc(Cl)cc1
 : -4, 0, 5, i, -8, 4, 6, -0.6, 0.0
> O=C(CCN1CCC(c2ccc(Cl)s2)=N1)c1ccc(Cl)s1
 : 2, -2, 0, i, -30, 7, 0, 0.7, -0.5
> CCOC(=O)c1sc(NC(=O)C2CC(=O)N(c3ccc(OC)cc3)C2)nc1C (configuration not stated)
 : 1, -3, -3, i, -10, 0, 3, -0.3, 2.1
> O=C1CSCC(=O)N1c1ccccc1
 : 0, 1, 1, i, 4, -5, -2, 1.5, 0.8

Remaining list, next part:
Field names – A = eLon inh; B = MsrA act; C = Rin1 Abl inh; D = Neddyl block; E = MLLE-PAM2 inh; F = FAS-TE inh; G = CSN deneddyl inh; H = TbMetRS inhib; I = MsrA inh
Nc1cc(=O)[nH]c(SCC(=O)Nc2cccc(S(=O)(=O)N3CCCCC3)c2)n1
  A: -3 | B: -7 | C: 4 | D: i | E: -6 | F: -11 | G: 4 | H: -0.3 | I: 1.3
CCOc1ccc(CNC(=O)c2nnc(CS(=O)(=O)c3ccccc3)o2)cc1OC
  A: 0 | B: -5 | C: 0 | D: i | E: 2 | F: -4 | G: 0 | H: -0.7 | I: 0.2
COC(=O)c1c(NC(=O)c2ccc(C)cc2)sc(Cc2ccccc2)c1C
  A: 1 | B: -6 | C: -1 | D: . | E: 11 | F: 21 | G: 2 | H: -0.3 | I: -0.6
CC1Oc2ccccc2N(CC(=O)NCc2cccs2)C1=O (configuration not stated)
  A: 1 | B: -2 | C: -2 | D: i | E: 11 | F: -7 | G: 3 | H: -0.8 | I: -0.5
CCN(CC1CCCN(CCc2cccc(OC)c2)C1)C(=O)c1ccc(COC)o1 (configuration not stated)
  A: -8 | B: -2 | C: -1 | D: i | E: -9 | F: -4 | G: -3 | H: 0.1 | I: 1.1
COc1ccccc1N1CCN(C(=O)c2c(-c3c(Cl)cccc3Cl)noc2C)CC1
  A: -7 | B: -8 | C: 2 | D: i | E: -2 | F: 0 | G: 0 | H: 0.4 | I: 0.5
Cc1occc1C(=O)Nc1cccc(C(=O)O)c1
  A: 0 | B: 1 | C: 1 | D: i | E: -5 | F: -6 | G: -1 | H: -0.2 | I: -0.9
CN(C)c1ccc(CN(C)C2CCCCC2)cc1
  A: -1 | B: -2 | C: 0 | D: i | E: 4 | F: -8 | G: -3 | H: 0.0 | I: -0.1
Cc1cc(C)c(NC2=CC(=O)CC(C)(C)C2)c(C#N)c1
  A: -2 | B: -3 | C: 2 | D: i | E: 0 | F: -2 | G: -1 | H: -0.4 | I: 0.7
O=C(Cn1c(-c2ccccn2)nc2ccccc21)N/N=C/c1cccnc1
  A: -2 | B: -2 | C: -1 | D: i | E: -1 | F: -5 | G: 1 | H: 0.3 | I: 0.5
CCOC(=O)c1ccc(NC(=S)N(Cc2cccnc2)Cc2ccco2)cc1
  A: 3 | B: -1 | C: -3 | D: i | E: -45 | F: 6 | G: 16 | H: -0.1 | I: -0.3
CCN(c1ccccc1)S(=O)(=O)c1ccc(OC)c(OC)c1
  A: 1 | B: -3 | C: 1 | D: i | E: -2 | F: -5 | G: -1 | H: -0.5 | I: .
O=C(Nc1ccc2c(c1)OCO2)C1CCN(C(=O)c2ccc([N+](=O)[O-])cc2)CC1
  A: -3 | B: -2 | C: 0 | D: i | E: 12 | F: 16 | G: -3 | H: -0.3 | I: 1.0
Cc1ccccc1CSCC(=O)Nc1ccccc1F
  A: 4 | B: -1 | C: -1 | D: i | E: 4 | F: 6 | G: 2 | H: -0.4 | I: 0.8
CCc1nnc(NC(=O)c2c(OC)cccc2OC)s1
  A: -2 | B: -4 | C: 2 | D: i | E: 5 | F: -6 | G: 4 | H: -0.8 | I: 2.3
O=C(c1cc(-c2ccncc2)nc2ccc(Cl)cc12)N1CCN(Cc2ccc3c(c2)OCO3)CC1
  A: 4 | B: -9 | C: -7 | D: i | E: -9 | F: 12 | G: -2 | H: -1.3 | I: 0.8
COc1ccc(C(=O)Nc2cc3c4c(c2)CC(=O)N4CCC3)c(OC)c1
  A: -5 | B: -1 | C: -4 | D: i | E: -3 | F: -1 | G: 2 | H: -0.7 | I: .
O=C(c1ccc2c(=O)n3c(nc2c1)CCCCC3)N1CCN(Cc2ccccc2)CC1
  A: -3 | B: -7 | C: 1 | D: i | E: 7 | F: -2 | G: -7 | H: -0.8 | I: 1.7
CCCS(=O)(=O)NC(=O)C1(C)CCN(C(=O)c2c(F)ccc(C)c2F)C1 (configuration not stated)
  A: -7 | B: -1 | C: 2 | D: i | E: -4 | F: -6 | G: 7 | H: -0.1 | I: 0.8
O=C(c1ccc(Cl)cc1)N1CCC2CC1c1cc(-c3ccccc3)ccc12 (configuration not stated)
  A: 16* | B: 1 | C: 0 | D: i | E: 1 | F: 18 | G: -3 | H: -0.8 | I: -0.3
